Compound activity: PubChem, National Center for Advancing Translational Sciences (NCATS)
PGK inhibitor: inhibitors of T. brucei phosphoglycerate kinase; AID 602233; P07378; PGK/GAPDH coupled, Kinase-Glo luminescence, 60 min; 380,000 compounds, 0.043% hits; Potency, µM (top dose mostly 57.5 µM), inactives show top-dose activity change, negative = inhibition, most hits filed as inhibitors; also: % is scaled to controls: 0 for no effect and ±100 for the full control effect; nearly all actives have a fitted effect of over 60% in size
Target sequence (P07378 whole entry, looked up): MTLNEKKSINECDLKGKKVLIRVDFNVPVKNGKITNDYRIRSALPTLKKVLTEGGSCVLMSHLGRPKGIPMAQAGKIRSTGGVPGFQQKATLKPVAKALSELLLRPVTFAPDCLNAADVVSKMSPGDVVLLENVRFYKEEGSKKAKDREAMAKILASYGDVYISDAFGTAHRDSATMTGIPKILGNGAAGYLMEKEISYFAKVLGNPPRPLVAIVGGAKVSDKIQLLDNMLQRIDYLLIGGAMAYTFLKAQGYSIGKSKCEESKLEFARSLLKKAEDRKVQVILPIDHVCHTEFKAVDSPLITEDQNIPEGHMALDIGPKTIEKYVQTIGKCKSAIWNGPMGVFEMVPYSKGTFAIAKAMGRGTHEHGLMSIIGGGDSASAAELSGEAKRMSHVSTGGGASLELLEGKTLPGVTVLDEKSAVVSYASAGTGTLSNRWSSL
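Recombinant glycosomal PGK reaction used 1,3-bisphosphoglycerate generated in-well by GAPDH (100nM final) in 100mM TEA pH 7.6, 5mM MgCl2, 0.01% Tween-20. After 60 minutes at room temperature, ATP was read by Kinase-Glo Plus luminescence end-point.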
ALOX12 inh: blocks human arachidonate 12S-lipoxygenase | purified 12hLO, xylenol orange hydroperoxide absorbance | P18054 | 580,000 compounds, 1.1% hits | Potency, µM (titrated, usually from 108 µM), inactives show top-dose activity change, negative = inhibition, actives largely listed as inhibitors; also: % is scaled to controls: 0 for no effect and ±100 for the full control effect
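Purified human 12hLO (150 nM final) in 25 mM Hepes, 0.01% Triton X-100, pH 7.0 was preincubated 15 min at room temperature with compound. Then 40 uM arachidonic acid was added, 30 min. Hydroperoxide was read by Fe-XO absorbance ratio 573/405 nm.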
JMJD2A Tudor: blocks the human JMJD2A Tudor domain. O75164. AlphaScreen JMJD2A-Tudor / H3K4me3 peptide binding. Potency, µM (highest dose often 114 µM), inactives show at the highest dose activity change, negative = inhibition, usual class: inhibitors. 390,000 compounds, 4.4% hits; also: % is scaled to controls: 0 for no effect and ±100 for the full control effect; nearly all actives have a fitted effect of over 50% in size
ERG Ets-DNA blk: ERG Ets/DNA interaction inhibition | 370,000 compounds, 0.028% hits | fluorescence polarization, His-ERG Ets domain / labelled DNA | P11308 | Potency, µM (highest dose often 76.9 µM), inactives show at the top dose FP activity, negative = inhibition, actives largely listed as inhibitors; active = well fitted inhibition curve with a large enough effect in the polarisation, with a control signal flat; inconclusive = small, poorly fitted or top-dose-only effect, or effect the other way, or a change in a side signal; inactive = no such curve, though single readings can be large or run the other way; the % refers to the polarisation;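 also: polarization taken with two DNA probes labelled with fluorescein and Texas red; % of control where 0% means no effect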
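His-tagged ERG Ets domain (1 uM in the protein solution; 300mM KCl, 50mM Tris-HCl, 1mM EDTA, 1mM DTT, pH 7.5) received compound, then a probe mix of 5 nM fluorescein-DNA and 100nM Texas-615-DNA. Fluorescence polarization was read for both dyes.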
Pin1 inh: human Pin1 inhibition | 390,000 compounds, 0.009% hits | Q13526 | Potency, µM (top dose mostly 115 µM), for inactives: at the highest dose activity, negative = inhibition, actives largely listed as inhibitors | Pin1 FP peptide displacement, HiFluor488, 10 min; active = well fitted inhibition curve with a large enough effect in the polarisation, with a control signal flat, not every such curve was filed as active; inconclusive = small, poorly fitted or top-dose-only effect, or effect the other way, or a change in a side signal; inactive = no such curve, though single readings can be large or run the other way; the % refers to the polarisation; also: % is scaled to controls: 0 for no effect and ±100 for the full control effect
RGS4 inhibitor: human RGS4 inhibition. P49798. Transcreener GDP fluorescence polarization, RGS4-accelerated GTP hydrolysis. Potency, µM (highest dose often 114 µM), without a hit: at the top dose activity change, negative = inhibition, usual class: inhibitors. 390,000 compounds, 0.039% hits. AID 504845; also: % is scaled to controls: 0 for no effect and ±100 for the full control effect; nearly all actives have a fitted effect of over 75% in size; some results filed as inactive show a strong effect at the top dose
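MLSMR compounds (23 nl, pin-transferred) preincubated 10 min at room temperature with a 500nM (2x) first reagent, then RGS4 at 900nM (2x) plus Transcreener GDP mix added; fluorescence polarization (620/688 nm) read before and after 90 min at 30 °C.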
TrxR1 inh: rat TrxR1 inhibition | AID 588453 | 390,000 compounds, 1% hits | O89049 | recombinant rTrxR1, NADPH fluorescence consumption, selenite substrate | Potency, µM (top dose mostly 114 µM), for the others: at the top dose activity change, negative = inhibition, hits mostly inhibitors; also: % is scaled to controls: 0 for no effect and ±100 for the full control effect; nearly all actives have a fitted effect of over 65% in size
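Rat TrxR1 (90 nM in the dispensed reagent) was pre-reduced with 400 uM NADPH for 5 min at room temperature, then incubated with compound for 15 min. After 400 uM selenite was added, NADPH fluorescence (Ex 340/Em 450 nm) was followed for 8 min.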
HP1b binding inh: blocks HP1-beta chromodomain binding to methylated histone tails | AlphaScreen HP1-beta / biotin-H3K9me3 peptide binding | P83916 | AID 540317 | Potency, µM (highest dose often 114 µM), without a hit: at the top dose activity change, negative = inhibition, actives largely listed as inhibitors | 390,000 compounds, 0.56% hits; also: nearly all actives have a fitted effect of over 70% in size; inactives centre near 23
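HP1-beta protein (50 nM final) preincubated 30 min at room temperature with biotinylated H3(1-18)K9me3 peptide (50 nM) in PBS pH 7.4, 0.01% Tween-20, then compound added for 30 min. AlphaScreen streptavidin donor/nickel chelate acceptor beads (10 ug/mL final), 30 min dark, luminescence read.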
GLS inhibitor: inhibitors of human glutaminase (GLS); GLS enzymatic activity, qHTS titration; Potency, µM (doses to about 45.5 µM), without a hit: at the highest dose activity change, negative = inhibition, hits mostly inhibitors; 410,000 compounds, 0.21% hits; also: % is scaled to controls: 0 for no effect and ±100 for the full control effect
Target sequence (O94925 whole entry, looked up): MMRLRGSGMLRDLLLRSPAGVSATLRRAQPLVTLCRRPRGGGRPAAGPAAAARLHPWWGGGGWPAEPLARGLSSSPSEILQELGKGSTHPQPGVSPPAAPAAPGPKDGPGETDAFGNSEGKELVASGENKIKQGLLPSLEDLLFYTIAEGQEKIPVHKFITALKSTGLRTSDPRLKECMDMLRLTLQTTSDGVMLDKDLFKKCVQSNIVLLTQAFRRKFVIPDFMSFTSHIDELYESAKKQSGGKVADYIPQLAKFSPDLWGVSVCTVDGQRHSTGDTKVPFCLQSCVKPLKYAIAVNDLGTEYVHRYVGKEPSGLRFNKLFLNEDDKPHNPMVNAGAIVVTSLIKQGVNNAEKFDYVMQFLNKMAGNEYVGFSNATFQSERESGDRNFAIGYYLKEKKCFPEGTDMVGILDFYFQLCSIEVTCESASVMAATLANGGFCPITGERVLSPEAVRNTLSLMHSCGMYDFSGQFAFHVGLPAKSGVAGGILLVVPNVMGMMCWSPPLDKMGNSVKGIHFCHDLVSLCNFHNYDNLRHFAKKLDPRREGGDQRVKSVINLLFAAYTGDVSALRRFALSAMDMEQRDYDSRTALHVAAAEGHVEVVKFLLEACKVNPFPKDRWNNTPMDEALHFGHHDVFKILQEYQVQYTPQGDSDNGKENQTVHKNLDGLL
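Enzyme dispensed in phosphate buffer (45 mM, pH 8.2, 0.02% Tween-20), compounds pinned in, then 1 mM L-glutamine solution and the glutamate oxidase–HRP–Amplex Red mix added; fluorescence read immediately and again after 30 min at room temperature.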
An asterisk follows results filed as active; i = inactive; ? = inconclusive; . = no result given; & = joins results of further samples; [ ] = another dose, or the depositor's remark. Unless noted, calls follow the shape of the dose curve; as a rule, active = well fitted curve in the direction sought with a large enough effect; inconclusive = small, poorly fitted or top-dose-only effect, or another doubt; inactive = no such curve, though single readings can be large; an effect the other way counts as inactive or inconclusive. Potency is read from the fitted curve at half-maximal effect. Some of the compounds tested; the hit share may differ from the screen's.

SMILES	PGK inhibitor	ALOX12 inh	JMJD2A Tudor	ERG Ets-DNA blk	Pin1 inh	RGS4 inhibitor	TrxR1 inh	HP1b binding inh	GLS inhibitor
CNC(=O)/C(C#N)=C/c1c(N2CCCCCC2)nc2ccccn2c1=O	0%	?	-4%	10%	-1%	0%	51%[activator]	30%	-4%
COc1ccc(/C=C/C(=O)OCC(=O)NC2CCCC2)cc1	-2%	i	-4%	-1%	-5%	10%	10%	33%	13%
CCOc1ccc(NC(=O)Nc2c(C)n(C)n(-c3ccccc3)c2=O)cc1	-10%&-2%	0%&-12%	9%&-8%	7%&-3%	-8%&1%	5%&8%	15%&-13%	37%&19%	23%&4%
CC1CCN(C(=O)CN2CC(C)Sc3ccccc32)CC1 (centres undefined)	i	-24%	-11%	-6%	2%	-25%	6%[57.1 µM]	21%	35%[activator]
Cc1ccc(Nc2c(-c3ccccc3O)nc3ncccn23)cc1	1%	-3%	?	-3%	-1%	19%	-14%	13%	12%
Cc1ccc(-c2n[nH]c(=O)c3ccccc23)cc1S(=O)(=O)NCCO	-9%	-5%&-25%	-14%	4%	-5%	-9%	-8%	17%	-3%
COc1ccc(OC)c(/C=C2\SC(=S)N(NS(=O)(=O)c3ccccc3)C2=O)c1	-2%	?	?	-8%	5%	-11%	-20%	-3%	16%
CC12C(=O)N(c3ccc(OC(=O)c4ccco4)cc3)C(=O)C1C1c3ccccc3C2c2ccccc21 (centres undefined)	-2%	0%	-14%	1%	1%	-10%	15%	15%	-2%
CSc1sc(C(=O)N2CCCCC2)c(-c2cccs2)c1C#N	-1%	?	4%	-6%	-5%	-23%	14%[57.1 µM]	33%	4%
CC(Oc1ccc(Cl)cc1Cl)c1nc(-c2ccccn2)no1 (centres undefined)	.	-12%	4%	.	-5%	-12%	7%	46%[activator]	4%
O=C(Cn1c(=O)nc(-c2ccccc2)c2cc(Cl)ccc21)NCCc1ccccc1	9%	-25%	0%	0%	-1%	2%	9%[57.1 µM]	33%	-4%
COc1cccc(C(=O)Nc2ccccc2N2CCCC2)c1	i	?	?	4%	10%	8%	11%	8%	16%
CC(C)C(=O)Nc1nnc(CCc2ccccc2)s1	2%	0%	-2%	-1%	6%	24%	-20%	42%[activator]	-1%
Cc1ccc(C)c(Nc2ccc3nonc3c2[N+](=O)[O-])c1	5%	0%	-36%	-1%	2%	25%	-13%	?	12%
Cc1cc(C)n(-c2nc(C)nc(N)n2)n1	-6%	-30%	-14%[11.4 µM]	-5%	0%	-27%[11.4 µM]	-6%	-7%	21%
COc1cc(OC)cc(C(=O)Nn2cc(C(=O)N3CCN(C)CC3)c3ccccc3c2=O)c1	-2%	0%	-1%[57.1 µM]	2%	-1%	0%[11.4 µM]	18%[57.1 µM]	42%[activator]	3%
CN(C(=O)c1cnc2n(c1=O)CCS2)C1CCCCC1	1%	1%[57.4 µM]	-5%	13%	-1%	-14%	38%[57.1 µM]	18%	3%
COc1ccc(CCNC(=O)c2ccc(=O)[nH]c2)cc1OC	-6%	3%	4%	0%	-3%	-12%	4%[57.1 µM]	12%	2%
C[N+](C)(C)CCOC(N)=O	0%	18%	6%	10%	1%	?	1%[57.1 µM]	52%[activator]	-14%&-14%
CCOC(=O)c1cc(NC(=O)Nc2nc3ccccc3s2)c(C)nc1C	-3%	10%	-13%	-19%	-3%	2%	4%	11%	4%
COc1ccc(/C=C/C(=O)N(C(C)C)C(C)C)cc1Br	i	?	-9%	0%	-2%	15%	-1%	17%	-4%
COc1cc2c(cc1OC)CN(CC(=O)NC(=O)NC1CCCCC1)CC2	-7%	12%	-20%	-5%	1%	-3%	21%[57.1 µM]	9%	1%
Fc1ccccc1/C=N/Nc1nc2ccccc2o1	7%	-5%	-6%	8%	7%	20%	-21%	27%	-4%
CCC(C)c1ccccc1NC(=S)Nc1cccnc1 (centres undefined)	-8%	0%	-3%	7%	-7%	-29%	-5%	14%	-2%
Cc1nn(-c2ccccc2)c(N)c1C(c1ccc(C(C)C)cc1)c1c(C)nn(-c2ccccc2)c1N	3%	1%	?	-10%	3%	16%	?	-13%	12%
COc1ccccc1NC(=O)Nc1nc(CC(=O)Nc2cc(F)ccc2F)cs1	-13%	?	-34%	5%	69%[activator]	?	11%	-17%	-3%
COc1cc(-c2nc(S(=O)(=O)c3ccc(Cl)cc3)c(N(C)C)o2)cc(OC)c1OC	i	?	?	3%	2%	12%	?	14%	6%
CCCCCCCCn1c(=O)c(C(=O)OCC)c(O)c2ccccc21	i	-6%	-21%[11.4 µM]	-8%	2%	-4%[11.4 µM]	15%[57.1 µM]	59%[activator]	-2%
CCOc1ccc(N2C(=O)Nc3ccc(Br)cc3C2(O)C(=O)NCCN(C)C)cc1 (centres undefined)	10%	3%	13%	1%	-1%	7%	0%[57.1 µM]	22%	32%[activator]
CC(=O)CC(c1ccc([N+](=O)[O-])cc1)c1c(O)c2ccccc2oc1=O (centres undefined)	-4%	-5%	-21%	-6%	-7%	-2%	21%	32%[activator]	7%
COc1ccc(C(=O)/C=C/c2cccnc2)c(OC)c1	-11%	15%	-11%	4%	-1%	-17%	4%	13%	-4%
Cc1cc2oc(=O)cc(CN(C)Cc3cccc(F)c3)c2cc1Cl	6%	?	58%[activator]	-4%	6%	13%	21%	79%[activator]	0%
O=C(CSc1nc2ncc(Cl)cc2[nH]1)Nc1ccccc1-c1ccccc1	7%	15%	-17%	-3%	1%	33%[56.9 µM]	2%	51%[activator]	10%
Cc1ccc(S(=O)(=O)N2CCN(C3CC(=O)N(CCc4ccccc4)C3=O)CC2)cc1C (centres undefined)	3%	-13%	-4%	-5%	34%[activator]	3%	23%	25%	4%
O=C(CC1Oc2ccccc2NC1=O)NC1CCCC1 (centres undefined)	-5%	-4%	-6%	-19%	-4%	5%	3%	51%[activator]	-7%
COc1ccc(/C=C/C(=O)OCC(=O)NCCc2ccccc2)c(OC)c1	5%	-3%	-19%	0%	-9%	-5%	-7%	17%	-10%
CS(=O)(=O)c1nc(-c2ccccc2)c(-c2ccccc2)[nH]1	-8%	6%	-6%	-5%	1%	-15%	7%[57.1 µM]	3%	8%
COC(=O)c1oc2c(c1C)C(=O)CC(C)(C)C2	i	-20%	-8%[11.4 µM]	-14%	3%	-18%	14%[57.1 µM]	43%[activator]	2%
O=S(=O)(/C=C/c1ccccc1)NC1CCCCCC1	-3%	-2%	-6%[11.4 µM]	4%	-6%	?	22%[57.1 µM]	25%	2%
CCOc1ccc(CCNC(=O)c2ccc3nc(N4CCOCC4)sc3c2)cc1OCC	-4%	0%	-8%	-8%	1%	-10%	-5%	20%	-3%
O=C(O)C1CCCN1S(=O)(=O)c1cccc(S(=O)(=O)N2CCCC2C(=O)O)c1 (centres undefined)	i	-18%	-13%	-1%	-7%	-4%	22%[57.1 µM]	65%[activator]	2%
CCOC1=NS(=O)(=O)c2ccccc21	5%	-23%	-5%[57.1 µM]	3%	2%	-18%	0%	36%	4%
COc1ccccc1NC(=O)c1ccccc1NS(C)(=O)=O	-9%	-10%	26%	5%	-3%	-16%	-13%[57.1 µM]	51%[activator]	-5%
O=C(NCc1ccccc1F)Nc1ccc([N+](=O)[O-])cc1	6%	6%	-14%	-3%	-2%	14%	3%[57.1 µM]	10%	0%
COc1ccc2cc(C(=O)NCCc3ccccc3)[nH]c2c1	6%	18%	-4%	1%	2%	13%	-16%	39%	-2%
O=C(CN(CCc1ccccc1)C(=O)CNS(=O)(=O)c1ccccc1)NCc1ccco1	-5%	73%[activator]	-7%[11.4 µM]	-8%	-6%	-25%[11.4 µM]	-56%	-15%	-3%
O=C(CSc1ncn[nH]1)N1CCOCC1	-4%	-5%	-7%	10%	11%	-7%	23%	14%	-8%
Cc1cc(=O)[nH]c(SCc2cccc(F)c2)n1	0%	-43%	-19%	3%	20%	-29%	2%	0%	-2%
CCN(CC)C(=O)c1sc(NC(=O)c2nc3ncccn3n2)c(C(=O)OC)c1C	i	-11%	-17%	0%	6%	29%	9%	27%	1%
Cc1ccccc1OC(C)C(=O)N1CCC(Cc2ccccc2)CC1 (centres undefined)	-9%	-4%	45%[activator]	-11%	-4%	-6%	15%	75%[activator]	-18%

(next part)
SMILES	PGK inhibitor	ALOX12 inh	JMJD2A Tudor	ERG Ets-DNA blk	Pin1 inh	RGS4 inhibitor	TrxR1 inh	HP1b binding inh	GLS inhibitor
NS(=O)(=O)c1ccc(NC(=O)COC(=O)c2cnc(Cl)c(Cl)c2)cc1	8%	-1%	-10%	0%	-1%	8%	-15%	5%	5%
COc1cccc(OC)c1C(=O)Nc1ccc([N+](=O)[O-])cn1	2%	-3%	-12%[57.1 µM]	4%	3%	-16%	-2%	-1%	23%
COc1ccc(-n2nnc(C(=O)Nc3ccccc3F)c2N)cc1	-9%	0%	-6%	-10%	-1%	-3%	7%	39%	-8%
Cc1cc(=O)[nH]c(SCC(=O)NN(c2ccccc2)c2ccccc2)n1	0%	-6%	-19%	7%	3%	1%	16%	26%	35%[activator]
